Compound activity (PubChem BioAssay)
BCR signal inh = chronic active BCR signaling inhibition. ABC-DLBCL IkBa-CBG/CBR reporter, luminescence ratio, 4 h. Potency, µM (series often up to 46.1 µM), for inactives: at the top dose ratio change, negative = lower green/red ratio, most hits filed as inhibitors. 0.05% of 340,000 active; active = well fitted inhibition curve with a large enough effect in the signal ratio, with a control signal flat, not every such curve was filed as active; inconclusive = small, poorly fitted or top-dose-only effect, or effect the other way, or a change in a side signal; the % refers to the signal ratio;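 also: potency is read from the fitted curve at half-maximal effect; plate controls were basal doxycycline-induced cells for no effect and cells given 10 µM MG132 for full effect; MG132 reads +100%, hits lower the ratio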
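TMD8 ABC-DLBCL cells carrying doxycycline-inducible green luciferase fused to IkappaBalpha plus unfused red luciferase were exposed to compounds (up to 46 uM) for 4 hrs at 37C. Activity came from the overlap-corrected green/red luminescence ratio.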
S-ASM inh = inhibitors of human secretory acid sphingomyelinase | placental ASM, HMU-PC fluorogenic substrate, 60 min | Potency, µM (top dose mostly 57.5 µM), for the others: at the highest dose activity change, negative = inhibition, usual class: inhibitors | 0.006% of 340,000 active | AID 504937; also: potency is read from the fitted curve at half-maximal effect
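Fluorogenic HMU-PC substrate (9 uM final) is turned over by placental ASM in 60 min at 37 C after a 10 min compound preincubation. Reaction ended by alkaline stop (pH 10), with fluorescence read at 386/447 nm.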
Eya2 phos inh = Eya2 (human) phosphatase inhibition; O00167; recombinant Eya2, OMFP fluorescence dephosphorylation (OMFP is methylfluorescein phosphate); Potency, µM (highest dose often 76.9 µM), without a hit: at the highest dose activity, negative = inhibition, usual class: inhibitors; 0.006% of 330,000 active; AID 488837; also: potency is read from the fitted curve at half-maximal effect; % is scaled to controls: 0 for no effect and ±100 for the full control effect
Target sequence (O00167 whole entry, looked up): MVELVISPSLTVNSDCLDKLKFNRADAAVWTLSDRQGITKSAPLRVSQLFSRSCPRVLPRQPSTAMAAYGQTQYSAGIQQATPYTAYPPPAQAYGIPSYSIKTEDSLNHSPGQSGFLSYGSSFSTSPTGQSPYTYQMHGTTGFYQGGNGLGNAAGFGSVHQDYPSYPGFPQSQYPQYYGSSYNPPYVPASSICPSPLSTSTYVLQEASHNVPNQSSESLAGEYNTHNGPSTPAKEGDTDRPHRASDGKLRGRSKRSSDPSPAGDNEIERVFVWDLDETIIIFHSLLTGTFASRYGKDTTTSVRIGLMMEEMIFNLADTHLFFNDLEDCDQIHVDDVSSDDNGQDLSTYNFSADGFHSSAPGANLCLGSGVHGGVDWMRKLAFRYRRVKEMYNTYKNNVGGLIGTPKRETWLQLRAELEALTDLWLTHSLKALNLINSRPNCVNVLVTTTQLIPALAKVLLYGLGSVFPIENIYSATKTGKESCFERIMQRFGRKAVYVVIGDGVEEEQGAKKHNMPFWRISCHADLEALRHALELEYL
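Eya2 protein (added as 0.2 uM solution) was preincubated with compound for 10 min at ambient temperature in 50 mM HEPES pH 7.5, 50 mM NaCl, 5 uM MgCl2, 0.05% BSA, 1 mM DTT. OMFP (added at 50 uM) then reacted 10 min; fluorescence read at 485/525 nm.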
Mito fusion act = mitochondrial division inhibition or fusion activation. S. cerevisiae fusion-defective mutant growth rescue, CellTiterGlo 48 h. Potency, µM (series often up to 46.1 µM), for inactives: at the top dose growth rescue (activation), most hits filed as activators. 0.23% of 320,000 active. AID 485298;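 also: potency is read from the fitted curve at half-maximal effect; % of control where 0% means no effect; nearly all actives have a fitted effect of over 45% in size; temperature-sensitive fusion mutants such as fzo1-1 at 37 °C on non-fermentable ethanol glycerol medium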
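Temperature-sensitive fusion-defective S. cerevisiae (e.g. fzo1-1, mgm1-5) were grown with compound in YPEG medium (3% ethanol, 3% glycerol) for 48 hours at 37C. Growth rescue was measured as viability by CellTiterGlo luminescence after 10 minutes at ambient.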
TSG101-PTAP inh = blocks PTAP/TSG101 interaction to inhibit HIV-1 budding; AID 493005; Fluorescence polarization, FITC-PTAP peptide / Tsg101 binding; Potency, µM (highest dose often 115 µM), inactives show at the top dose activity change, negative = inhibition, hits mostly inhibitors; 340,000 tested, under 10 active; active = well fitted inhibition curve with a large enough effect in the main read-out, with a control signal flat, not every such curve was filed as active; inconclusive = small, poorly fitted or top-dose-only effect, or effect the other way, or a change in a side signal; inactive = no such curve, though single readings can be large or run the other way; also: potency is read from the fitted curve at half-maximal effect; % of control where 0% means no effect
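FP read-out: FITC-PTAP peptide, 50 nM final, binding Tsg101 binding domain, 10 uM final; 20 min, r.t.; 10 mM HEPES pH 7.5, 0.15 M NaCl, 0.01% Tween 20, 3 mM EDTA, 0.1 mM TCEP.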
ELG1 DNA repair = blocks ELG1-dependent DNA repair in HEK293T cells | HEK293T ELG1-luciferase reporter, luminescence, 16 h; DNA damage induced by 5-fluorouridine | Potency, µM (titrated, usually from 46.1 µM), for the others: at the highest dose activity change, negative = inhibition, most hits filed as inhibitors | 2.3% of 330,000 active | AID 504467; also: potency is read from the fitted curve at half-maximal effect; % is scaled to controls: 0 for no effect and ±100 for the full control effect; nearly all actives have a fitted effect of over 55% in size
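Reporter activity after DNA damage by 5-fluorouridine is monitored. Compound-treated cells incubate 16 hr at 37 °C, then ONE-Glo is added for 30 min before luminescence reading.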
TSHR antagonist = antagonists of human thyroid stimulating hormone receptor; P16473; TSHR-expressing cells, TSH-stimulated cAMP HTRF, 2 h; stronger effect = lower value; activity change, negative = inhibition, % at 11.5 µM; 0.2% of 330,000 active;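 active = activity change below a set negative limit, meaning inhibition stronger than a set level, cut at about -70% in these data; inconclusive = activity change between two set negative limits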; also: % is scaled to controls: 0 for no effect and ±100 for the full control effect
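Read-out is FRET at 665 nm (cryptate excitation 337 nm) from a cryptate-tagged anti-cAMP antibody, competed by cell cAMP against cAMP-d2. Compounds are tested on freshly harvested TSHR cells challenged with 4nM TSH (EC80) for 2 hours at 37 deg C.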
TCR activator = activators of T cell receptors | primary human leukocytes, anti-CD3, IL-2 HTRF, 48 h | Potency, µM (titrated, usually from 9.22 µM), for the others: top-dose activation of IL-2 secretion, most hits filed as activators | 330,000 tested, under 10 active; also: % of control where 0% means no effect
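Human primary leukocytes + a-CD3 beads + cpd, 48 hr; IL-2 in supernatant by HTRF (ex 320nm / em 665nm). No co-stimulatory signal supplied.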
Tb PFK block = inhibitors of T. brucei phosphofructokinase; O15648; T. brucei PFK, ADP-Glo luminescence; Potency, µM (titrated, usually from 57.5 µM), without a hit: top-dose activity, negative = inhibition, actives largely listed as inhibitors; 0.17% of 330,000 active;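 also: potency is read from the fitted curve at half-maximal effect; 0% = uninhibited 1x PFK enzyme wells and -100% = no-enzyme wells; nearly all actives have a fitted effect of over 60% in size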
Target sequence (O15648 whole entry, looked up): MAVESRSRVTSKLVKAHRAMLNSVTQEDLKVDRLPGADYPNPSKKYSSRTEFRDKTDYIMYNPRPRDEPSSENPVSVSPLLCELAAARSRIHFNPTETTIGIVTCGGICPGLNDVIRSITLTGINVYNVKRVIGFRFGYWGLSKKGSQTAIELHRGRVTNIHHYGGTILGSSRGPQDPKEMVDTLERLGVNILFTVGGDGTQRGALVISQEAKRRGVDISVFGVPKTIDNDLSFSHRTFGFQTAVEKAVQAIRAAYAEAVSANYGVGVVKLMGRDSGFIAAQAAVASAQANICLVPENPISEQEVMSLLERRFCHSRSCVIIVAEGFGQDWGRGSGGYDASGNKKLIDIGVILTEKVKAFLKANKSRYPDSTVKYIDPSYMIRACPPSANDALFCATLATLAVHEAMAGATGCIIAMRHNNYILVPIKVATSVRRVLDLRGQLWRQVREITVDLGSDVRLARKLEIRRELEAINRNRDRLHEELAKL
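PFK 1.25 nM, F6P 0.5 mM, ATP 0.1 mM, 0.1 M TEA pH 8.0, 5 mM MgCl2, 0.01% Tween20, 0.1% BSA; 45 min RT. ADP-Glo readout. qHTS titration up to 57 uM; curves fitted, compounds curve-classed.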
Integrin act MD = activators of alpha7 integrin expression for muscular dystrophy. Potency, µM (top dose mostly 38.3 µM), inactives show at the highest dose activation, actives largely listed as activators. alpha7betagal myoblasts, beta-gal FDG fluorescence, 48 h. 0.064% of 350,000 active;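 also: potency is read from the fitted curve at half-maximal effect; 100% = response of the positive control SU9516; nearly all actives have a fitted effect of over 60% in size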
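alpha7betagal+/- myoblasts (passage 13, 250/well) treated 48 h at 37C with compounds at 1:260 dilution of DMSO stock. Lysed, then beta-galactosidase activity read as FDG fluorescence (ex 480/em 540) after 30 min, with pre-read for autofluorescence.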
AT treatment = potential ataxia-telangiectasia treatments restoring KAP-1 phosphorylation; […] A-T fibroblasts, KAP-1 phosphorylation AlphaLISA; neocarzinostatin DNA damage 30 min before lysis; Potency, µM (doses to about 57.5 µM), inactives show at the top dose activation, hits mostly activators; 0.19% of 320,000 active; AID 485349; also: potency is read from the fitted curve at half-maximal effect; % of control where 0% means no effect; nearly all actives have a fitted effect of over 45% in size
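ATM-like activity read as KAP-1 phosphorylation via AlphaLISA donor/acceptor antibody pairs after lysis and 6 hr at 25C. Cells were ATM-null patient fibroblasts ([…], hTERT), dosed 60 min, then exposed to the DSB inducer NCS for 30 min.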
Active calls of the source: *; u = inconclusive; x = no result given; [ ] = dose if it differs, or a comment. Unless noted, calls follow the shape of the dose curve; as a rule, active = well fitted curve in the direction sought with a large enough effect; inconclusive = small, poorly fitted or top-dose-only effect, or another doubt; inactive = no such curve, though single readings can be large; an effect the other way counts as inactive or inconclusive.

SMILES	BCR signal inh	S-ASM inh	Eya2 phos inh	Mito fusion act	TSG101-PTAP inh	ELG1 DNA repair	TSHR antagonist	TCR activator	Tb PFK block	Integrin act MD	AT treatment
Cc1c(NC(=O)C2CCCN2C(=O)c2cccs2)c(=O)n(-c2ccccc2)n1C (centres undefined)	-1.1%	0.3%	16.6%	3.8%	-3.7%	3.9%	12.3	0.3%	2.5%	26.5%	6.1%
CC(=O)Nc1ccc(C2NC(=O)CCC2[N+](=O)[O-])cc1 (centres undefined)	1.8%	5.2%	4.6%	2.1%	-7.1%	1.5%	0.4	-2.4%	5.6%	u	-0.1%
CCOCCCNc1nc2ccccc2[nH]1	19.6%	0.8%	-3.8%	-7.1%	-7.2%	25.9%	0.0	-4.0%	-11.7%	9.6%	1.2%
COc1ccc(CN(C)Cc2c(O)ccc3cc(Br)ccc23)cc1OC	u	-2.2%	-4.5%	-4.7%	-1.4%	14.0%	-10.4	-1.2%	0.3%	40.8%	1.9%
Cc1ccc(S(=O)(=O)NCc2cn3ccccc3n2)c(C)c1	-6.6%	1.8%	-2.8%	2.2%	-2.3%	0.0%	2.0	11.9%	0.2%	-10.8%	3.9%
COc1ccc(Br)cc1/C=N/NC(=O)C[n+]1ccccc1	-9.1%	1.8%	-27.5%	13.8%	-4.7%	-21.8%	6.0	3.5%	-4.4%	-60.5%[inhibitor]	-17.1%
O=S(=O)(Nc1nc2ccc(S(=O)(=O)N3CCCC3)cc2s1)c1ccc(F)cc1	9.2%	11.9%	15.0%	2.0%	-13.1%	-1.9%	-11.5	4.2%	-0.3%	0.0%	x
CC1(C)CC(=O)C2=C(C1)NC1=C(C(=O)c3ccccc31)C2c1cc([N+](=O)[O-])ccc1O (centres undefined)	-1.8%	u	-1.4%	1.5%	-3.9%	u	-4.1	5.8%	-11.5%	23.1%	4.1%
O=C1NC(Cc2ccc(O)cc2)c2nc3ccc(Cl)cc3c(=O)n2-c2cc(Cl)ccc21 (centres undefined)	-2.6%	x	5.5%	x	x	u	-2.2	x	-1.8%	x	2.8%
Cc1ccc(C(=O)NC2CC(C)(C)NC(C)(C)C2)c(C)c1	0.4%	-0.1%	14.9%	-4.0%	-5.5%	-0.7%	-3.2	-0.9%	-4.3%	-14.3%	11.5%
CCCN1CCN(S(=O)(=O)c2cc3c(cc2C)NC(=O)CO3)CC1	4.4%	6.2%	6.9%	-2.4%	-7.0%	7.3%	11.9	-2.9%	-0.7%	-5.9%	2.1%
Clc1ccc(CSc2ccc(-c3cccnc3)nn2)cc1	-5.0%	-1.5%	-6.7%	-3.3%	-9.9%	4.0%	-12.4	-5.1%	-7.5%	11.6%	8.1%
CC(=O)c1sc2nsc(SCCN3CCOCC3)c2c1N	u	-0.8%	-3.9%	-5.9%	-4.3%	u	-3.8	7.0%	12.2%	1.6%	2.1%
O=C(NCCN1C(=O)S/C(=C\c2ccccc2F)C1=O)C1CCN(S(=O)(=O)c2cccs2)CC1	1.9%	-6.1%	-0.1%	2.7%	3.6%	-21.8%	7.9	8.3%[46.1 µM]	4.1%	-22.6%	-6.1%
O=C(CSc1ccccc1)Nc1cccc(S(=O)(=O)N2CCCC2)c1	0.4%	2.7%	-2.6%	-0.1%	-2.2%	1.2%	5.3	-1.8%[46.1 µM]	-22.8%	0.3%	5.8%
O=C(/C(=N\O)n1cncn1)c1ccc(Cl)cc1Cl	0.5%	0.1%	0.1%	7.2%	1.6%	-5.3%	-2.5	-3.0%	-0.9%	16.3%	0.2%
COc1ccc(OC)c(/C=C/C(=O)OCC(=O)N2CCCC2)c1	-2.4%	434.8%[activator]	0.7%	-0.3%	-6.6%	0.6%	5.1	1.1%	5.4%	0.9%	18.6%
COc1ccc(CCC(=O)NCc2cccc(C(F)(F)F)c2)cc1	5.0%	2.3%	8.3%	0.0%	-1.8%	-0.3%	19.0	4.3%	-8.8%	5.6%	-16.7%
O=c1oc2ccccc2c2c1C1O[C@](c3ccsc3)(Cc3c1ccc1ccccc31)O2	-11.2%[9.22 µM]	x	-3.0%[15.4 µM]	12.0%[9.22 µM]	x	x	x	x	2.3%[11.5 µM]	x	-9.5%[11.5 µM]
CCN(CC)CCCN(Cc1cc2cc3c(cc2[nH]c1=O)OCO3)C(=O)Nc1ccccc1OC	u	27.8%	-21.7%	-2.5%	-5.4%	5.9%	9.5	-3.9%	-3.6%	-8.7%	-0.8%
COc1ccc(CCn2c(-c3cc([N+](=O)[O-])cc([N+](=O)[O-])c3)nc3nc4ccccc4nc32)cc1	u	-3.8%	0.8%	-0.7%	-5.4%	20.7%	5.1	0.8%[46.1 µM]	-0.1%	4.4%	17.0%
Cc1ccc(C)c(C(=O)COC(=O)c2ccccc2N2C(=O)C3C4CCC(C4)C3C2=O)c1 (centres undefined)	-0.2%	-3.9%	-3.3%	-1.2%	-3.2%	-16.5%	-4.1	-3.0%	-5.4%	-57.2%[inhibitor]	-1.5%
O=C(C[n+]1ccn(-c2ccccc2)c1)c1ccc([N+](=O)[O-])cc1	3.2%	2.1%	-2.1%	0.9%	-2.5%	-18.4%	-2.2	8.0%	2.3%	-44.8%	2.8%
Cc1cccc(C(=O)NCN2CCN(c3ccccc3C#N)CC2)c1	x	-1.3%	2.7%	-9.8%	-5.2%	x	-8.6	-8.2%	x	x	x
Cc1ccc(NC(=O)COC(=O)c2cc(=O)c3ccccc3o2)cc1F	-4.8%	-11.5%	11.2%	-8.8%	-5.1%	6.9%	8.6	-3.5%	0.0%	u	0.6%
(continued)
SMILES	BCR signal inh	S-ASM inh	Eya2 phos inh	Mito fusion act	TSG101-PTAP inh	ELG1 DNA repair	TSHR antagonist	TCR activator	Tb PFK block	Integrin act MD	AT treatment
COc1ccc(CN(CC(=O)NCCC(C)C)C(=O)CCC(=O)Nc2nccs2)cc1	-2.8%	1.8%	-1.1%	12.2%	-7.3%	u	5.5	-3.6%	-0.1%	11.3%	-8.2%
Clc1ccc(-c2cc(CN3CCCCC3)no2)cc1Cl	0.4%	23.4%	-7.6%	-16.8%	-4.9%	u	-11.0	11.3%	u	-2.8%	8.8%
Nc1ncc(Br)cc1S(=O)(=O)NCCC(=O)NCc1ccc(F)cc1	-1.8%	-1.3%	-2.6%	7.4%	-6.7%	-9.5%	3.1	2.4%	1.1%	-34.5%	-2.4%
COc1cccc(-c2coc3c(C)c4oc(=O)c(CCC(=O)O)c(C)c4cc23)c1	u	34.1%[activator]	-9.7%	18.7%	0.6%	-14.3%	-9.8	-1.3%	8.0%	10.7%	-20.5%
CCOc1ccccc1NC(=S)N1CCC(NC(=O)C(C)(C)C)CC1	3.1%	1.8%	-4.6%	2.1%	-4.3%	6.1%	10.9	0.1%	9.6%	20.0%	-1.1%
O=C(CCCn1c(=O)oc2ccccc21)N1CCc2ccccc2C1	1.1%	1.0%	-5.3%	-1.2%	-7.6%	u	-10.4	1.2%	-4.5%	-4.2%	-0.1%
Cc1ccc(Cn2c(C)c3cnn(CC(=O)NC4CCCC4)c(=O)c3c2C)cc1	-0.2%	2.9%	-7.5%	0.8%	-1.1%	u	-1.2	-2.8%	-2.7%	-11.3%	5.0%
Cn1cc(C(=O)C(=O)N2CCc3ccccc32)c2ccccc21	0.5%	-1.0%	1.6%	-1.6%	-0.5%	u	1.6	-8.8%	1.0%	15.7%	-3.4%
COc1ccc(OC)c(S(=O)(=O)N2CCC(C(=O)NC3CCCC3)CC2)c1	u	-2.4%	-3.6%	0.9%	-5.4%	-0.5%	-7.3	11.9%	-5.2%	-2.8%	3.4%
CCOc1ccc2nc(-c3ccccc3)nc(SCC(=O)Nc3ncc(C)s3)c2c1	6.6%	1.9%	-22.5%	-1.6%	-3.4%	-2.5%	-3.2	1.7%	1.1%	35.5%	-2.1%
CCOC(=O)Cn1c(-c2ccccc2)ccc(C#N)c1=O	-0.5%	-1.1%	0.4%	-1.3%	-3.1%	-8.4%	-1.0	-0.4%	0.8%	-20.5%	1.9%
CN(c1cccc(NC(=O)CN2C(=O)c3ccccc3S2(=O)=O)c1)S(C)(=O)=O	-6.5%	2.3%	-4.4%	-0.4%	-3.5%	0.0%	-5.1	-0.8%	10.0%	-7.8%	-0.3%
